Screening results from PubChem.
esBAF inh = SWI/SNF esBAF complex inhibition; hit rate 2% among 350,000; mouse ES cells, Bmi1-luciferase knock-in reporter, 24 h; 100% = twice the neutral-well signal; AID 602393; reporter increase, % at 12.5 µM; in the data active = activation above about 40%; inconclusive = no clear call, values can overlap the other calls;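 also: 0% = median of the plate's neutral control wells and 100% = double that signal; a rise in the Bmi1 reporter signal indicates esBAF inhibition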
RAD54 branch = blocks human RAD54 Holliday junction branch migration; FAM/BHQ fluorescence; inhibition, % at 10.4 µM; hit rate 0.14% among 360,000; AID 602329;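 active = mean normalized replicate activity at least 40 and at least half of replicates scoring 40 or more; inconclusive = only one of the two criteria met; inactive = mean below 40 and under half of replicates reaching 40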;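 also: 0% = median of neutral control wells and 100% = median of positive control wells; inhibitors cause a drop in the FAM fluorescence signal; in these data hits start at about 50%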
Target sequence (Q92698 whole entry, looked up): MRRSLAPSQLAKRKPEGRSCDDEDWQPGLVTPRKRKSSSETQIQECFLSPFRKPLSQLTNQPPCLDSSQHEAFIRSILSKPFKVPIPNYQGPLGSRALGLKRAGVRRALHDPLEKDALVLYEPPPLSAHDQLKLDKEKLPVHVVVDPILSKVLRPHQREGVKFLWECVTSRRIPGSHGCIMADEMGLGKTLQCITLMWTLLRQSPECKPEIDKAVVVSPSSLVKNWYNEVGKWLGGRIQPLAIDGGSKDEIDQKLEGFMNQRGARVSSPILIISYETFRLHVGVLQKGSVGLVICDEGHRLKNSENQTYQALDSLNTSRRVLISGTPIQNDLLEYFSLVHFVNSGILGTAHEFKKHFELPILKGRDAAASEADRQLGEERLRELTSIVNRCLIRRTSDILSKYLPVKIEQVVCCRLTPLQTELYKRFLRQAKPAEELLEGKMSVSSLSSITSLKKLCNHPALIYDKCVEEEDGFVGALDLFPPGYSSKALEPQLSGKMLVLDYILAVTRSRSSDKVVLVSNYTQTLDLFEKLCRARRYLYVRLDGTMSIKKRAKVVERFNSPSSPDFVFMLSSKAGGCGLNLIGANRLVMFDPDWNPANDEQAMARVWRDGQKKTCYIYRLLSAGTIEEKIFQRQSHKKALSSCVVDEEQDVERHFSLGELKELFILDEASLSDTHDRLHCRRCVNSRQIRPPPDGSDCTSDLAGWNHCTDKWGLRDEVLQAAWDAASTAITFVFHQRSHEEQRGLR
Active calls of the source: *; ? = inconclusive. An excerpt; count on the stated rates, not on these rows.

molecule,esBAF inh,RAD54 branch
CCOc1ccc2nc(SCC(=O)NCc3ccco3)sc2c1,7,3
CCOc1cccc(C2C(C#N)=C(N)Oc3cc(C)n(Cc4ccccn4)c(=O)c32)c1OCC (centres undefined),-3,-3
COCC(=O)OCn1nnc2ccccc2c1=O,-6,0
CCN1CCN(c2nc3sc4c(c3c3ncnn23)CC(C)CC4)CC1 (centres undefined),17,48
N=c1n(CCN2CCCCC2)c2ccccc2n1CC(O)c1cccc(Br)c1 (centres undefined),-1,29
CCCCN(CCCC)C(=O)CSc1nnc2n(C)c(=O)c3c4c(sc3n12)CCCC4,-1,-5
O=C1c2ccccc2C(=O)c2c1ccc(C(=O)N1CCCCC1)c2NCCO,-7,14
COc1ccc(-c2cc(C(F)(F)F)nc(N3CCN(C)CC3)n2)cc1OC,-4,7
Cc1c(C(C)(C)C)c(C=S)n2ccccc12,7,-5
Cc1ccc(NS(=O)(=O)c2ccc(NC(=O)[C@@H]3CCCC[C@@H]3C(=O)O)cc2)c(C)c1,-8,4
CC(C)CNC(=O)c1cccc(Cn2cc(Cl)cn2)c1,2,1
O=C(O)CCN1C(=O)c2ccncc2C1=O,-8,-3
C=CCc1ccc(OCCOCCOc2cccc3ccc(C)nc23)c(OC)c1,2,-16
COc1ccc(OCCN(C)Cc2ccccc2)cc1,4,-1
CCCCCOc1ccccc1C(=O)NCC(=O)O,-6,-2
CC(C)C(=O)N/N=C/c1ccc(OCc2ccccc2)cc1,4,-2
CCC(=O)N1CCc2cc(S(=O)(=O)NC(C(=O)Nc3cccc(C)n3)C(C)C)ccc21 (centres undefined),-2,6
CCCC(=O)Nc1ccc(C(=O)N/N=C/c2cccnc2)cc1,3,-4
COc1ccc(NC(=O)CC2C(=O)N(c3cccc(OC)c3)C(=O)N2CCC(C)C)cc1 (centres undefined),2,0
Cc1cc(C(=O)Cn2nnc3ccccc3c2=O)c(C)n1-c1c(C)n(C)n(-c2ccccc2)c1=O,-1,0
Clc1ccc(Nc2ncn[nH]2)cc1,-5,-8
COC(=O)CNC(=O)c1ccc(=O)oc1,0,-3
CCCC(C(=O)NC1CCCC1)N(Cc1ccc2c(c1)OCO2)C(=O)c1snc(C(N)=O)c1N (centres undefined),-8,-9
COc1ccc(NC(=O)CSc2nnc(-c3ccccn3)n2N)c(OC)c1,-1,-2
COCCCNC(=O)C1CCN(S(=O)(=O)N(CC(C)C)CC(C)C)CC1,-7,-4
CC1(C)Cc2[nH]c(=O)c(C#N)cc2CS1,-6,-10
CC(C)C(=O)Nc1ccc2nn(-c3ccc(F)cc3)nc2c1,2,3
CC1Cc2ccccc2N1C(=O)C1CCCN1S(=O)(=O)c1ccc(Cl)cc1 (centres undefined),-1,-6
Cn1nc(C(C)(C)C)cc1C(=O)NCc1ccc(N2CCCC2=O)cc1,-3,2
O=C1N=C(N2CCOCC2)S/C1=C\C=C/c1ccccc1,56*,10
COc1ccccc1OCCSc1nnnn1C1CCCCC1,?,6
C/C=C/C(=O)OCC(=O)NC(=O)NC(C)C,-5,-9
COCCNc1nnc(SCC(=O)c2ccc3c(c2)OCO3)s1,3,6
CC(C)NC(=O)COC(=O)c1ccc(Oc2ccccc2)cc1,1,-8
O=C(/C=C/c1cccs1)c1ccc(NC(=O)c2cccc(Br)c2)cc1,6,1
CC(=O)NC1CC(C)(C)N(OC(C)=O)C(C)(C)C1,1,7
CCOC(=O)N1CCN(C(=O)c2n[nH]c(=O)c3ccccc23)CC1,1,-7
COc1ccc(Cl)cc1NC(=O)NC1CCCCC1,2,-1
CCOC(=O)c1[nH]cnc1C(=O)Nc1cccc(N)n1,-14,0
Cc1cc(Cl)ccc1OCc1n[nH]c(=S)n1C1CCCCC1,1,12
CC1CC(=O)C2=C(C1)OC(N)=C(C#N)C2c1coc2ccccc2c1=O (centres undefined),3,6
COc1cccc(N2CCN(CC(=O)NCc3cccs3)CC2)c1,8,-2
Cc1cc(Br)cn2c(Cc3ccsc3)c(-c3ccc(C#N)cc3)nc12,1,-7
CCOC(=O)c1c(CC(C)C)csc1NC(=O)C(C)C,-4,0
COC(=O)c1c(C)oc2cc(Br)c(OCC(=O)C(C)(C)C)cc12,2,1
Cn1c2c(c3ccccc31)CCSC2=O,-4,4
O=C(CN1C(=O)c2ccccc2C1=O)N1CCCCC1,0,0
CCOc1ccc(CCNC(=O)Cc2nn[nH]n2)cc1OCC,7,8
CCOc1cc(S(=O)(=O)n2cc(-c3ccc(F)cc3)c(N)n2)cc(OCC)c1OCC,4,9
O=C1[C@@H]2[C@H](C(=O)N1Cc1ccco1)[C@H]1C=C[C@@H]2C1,6,2

The listing continues:
molecule,esBAF inh,RAD54 branch
Cc1cc(C)n(CCc2nc(-c3ccc(C)o3)cs2)n1,7,-7
CCOC(=O)c1sc(NC(=O)CSc2nnc(C(C)C)n2CC)nc1C,5,-3
O=c1c2c3nc4ccccc4nc3n(Cc3ccccc3)c2ncn1Cc1ccco1,-1,-11
CCOC(=O)N1CCN(S(=O)(=O)c2ccc3c(c2)CCN3C(=O)CC)CC1,3,-1
CCC(CC)C(=O)Nc1cccc(C(=O)NCCc2ccc(S(N)(=O)=O)cc2)c1,-1,0
CCOC(=O)CN1C(=O)C(O)=C(C(C)=O)C1c1ccc(F)cc1 (centres undefined),-7,3
CCn1c(SCC(N)=O)nnc1-c1ccc(OC)c(OC)c1,-1,6
CS(=O)(=O)C1=NN2C(=N)/C(=C\c3ccc(OCCOc4ccccc4)cc3)C(=O)N=C2S1,9,-6
CC1CCCN(CC(O)COCC2COc3ccccc3O2)C1 (centres undefined),-1,0
O=c1oc(/C=C/c2ccc([N+](=O)[O-])s2)nc2ccccc12,12,-15
N#Cc1c(-c2ccco2)nc(SCC(=O)Nc2cccc(Cl)c2)[nH]c1=O,-3,-18
O=S(=O)(/N=C(/c1ccc(Cl)cc1)N1CCOCC1)c1ccc(Cl)cc1,-5,-15
COc1cc(-c2nc(-c3ccccc3)c(-c3cccs3)[nH]2)cc(OC)c1OC,-9,10
CC(=O)c1ccc(NS(=O)(=O)c2ccc(-c3cnc(C4CC4)o3)cc2)cc1,4,-7
O=C(c1ccc(Cl)c(S(=O)(=O)N2CCCC2)c1)N1CCN(c2ccccn2)CC1,1,0
COc1ccc(NC(=O)CCCCCN2C(=O)CCC2=O)cc1Cl,20,1
CS(=O)(=O)n1nc(-c2ccccc2)nc1NCc1ccco1,14,-6
O=C(Nc1ccc(F)c(F)c1)c1cccnc1,4,3
CC(C)Cn1cc(C(=O)N2CCN(c3ccccn3)CC2)c2c3ccccc3n(C)c2c1=O,-3,-3
CCCCN(C)S(=O)(=O)c1ccc(C(=O)Nc2nnc(CSC)o2)cc1,-6,0
COc1cnc(-c2ccccc2)nc1Oc1cccc(C)c1,6,1
CCc1c(C(=O)NC2CCCCC2)[nH]c(C)c1C(C)=O,12,17
CN(C)/C=N/c1c(C(=O)NCc2ccccc2)nnn1Cc1ccccc1,4,1
Cc1cc(C(=O)Nc2sc(C)c(-c3ccc(F)cc3)c2C(N)=O)no1,78*,-3
Cc1c(NC(=O)C2CCCN2S(=O)(=O)c2ccc(Cl)cc2)c(=O)n(-c2ccccc2)n1C (centres undefined),1,4
COC(=O)c1cccc(COC(=O)CNC(=O)c2ccco2)c1,-1,0
O=C(CCCn1c(SCC(=O)c2ccc(F)cc2)nc2ccccc2c1=O)NCc1ccccc1,1,1
COc1cccc(C(=O)CSc2nnnn2C)c1,11,-7
Cc1noc(C)c1CN1C(=O)NC(Cc2ccccc2)(Cc2ccccc2)C1=O,1,-15
COC(=O)C(OC(=O)c1ccc(OC)cc1)C(=O)OC,-2,1
COc1cccc(-c2nn(C)c3sc(C(=O)Nc4ccc5c(c4)OCCO5)cc23)c1,?,2
CCOc1ccc(CN(Cc2ccco2)S(=O)(=O)c2ccc(-n3cnnn3)c(OC)c2)cc1,-8,6
O=C(/C=C/c1ccco1)NC(=S)Nc1ccccc1N1CCOCC1,-4,-4
CCN1CCN(Cc2ccc(OCc3ccccc3)c(OC)c2)CC1,29,1
CCOC(=O)N1CCN(C(c2cccc(OC)c2)c2sc3nc(C)nn3c2O)CC1 (centres undefined),-6,11
CS(=O)(=O)N(Cc1ccccc1)c1ccc(C(=O)NCCSCc2ccco2)cc1,-11,-1
CCOc1ccc(OCC)c(NC(=O)CCCN2C(=O)c3cccnc3C2=O)c1,0,-4
CC(C)OP(=O)(OC(C)C)C1(O)C(=O)Nc2ccccc21 (centres undefined),-8,-16
CCCn1c(SC2C(=O)CC(C)(C)CC2=O)nc2c1c(=O)n(C)c(=O)n2C,5,2
CCOC(=O)C(C)n1cnc2sc3c(c2c1=O)CCC3 (centres undefined),6,-1
Cc1ccc(C(=O)N/N=C/c2ccc(S(=O)(=O)O)o2)c(Cl)c1,4,-1
O=C(c1cccc(N2CCCC2=O)c1)N1CCOCC1,-1,-10
Cc1ccc(NC(=O)c2ccc(OC(=O)c3cc4ccccc4o3)cc2)cc1,60*,3
CCC(C)NC(=O)C1(C)CCC(=O)N1Cc1ccccc1OC (centres undefined),-7,-4
COc1cc(/C=N/NC(N)=O)c(Br)cc1OCC(=O)Nc1ccccc1C,-7,9
COc1ccc(CNc2cc(C)ccc2C)c(OC)c1OC,-5,-5
CC(=O)N(CCC(c1ccccc1)c1ccco1)Cc1cccs1 (centres undefined),0,-4
CC1(C)CC(=O)N(CC(=O)O)c2ccccc2S1,1,3
CC1(C)Cc2c(oc3ncn4ncnc4c23)CO1,1,-14
C=CCOC(=O)C1=C(C)NC2(O)c3ccccc3C(=O)C12O (centres undefined),-7,2

Arranged by the number under esBAF inh (ascending): some entries from above
| mol | esBAF inh |
| --- | --- |
| CCOc1ccc(CN(Cc2ccco2)S(=O)(=O)c2ccc(-n3cnnn3)c(OC)c2)cc1 | -8 |
| COc1ccc(CNc2cc(C)ccc2C)c(OC)c1OC | -5 |
| COc1cccc(C(=O)CSc2nnnn2C)c1 | 11 |

Compound profiles, as listed above.
Entry for `CS(=O)(=O)N(Cc1ccccc1)c1ccc(C(=O)NCCSCc2ccco2)cc1` : esBAF inh = -11; RAD54 branch = -1
Entry for `C=CCOC(=O)C1=C(C)NC2(O)c3ccccc3C(=O)C12O` (centres undefined) : esBAF inh = -7; RAD54 branch = 2

Later entries
molecule,esBAF inh,RAD54 branch
COc1ccc(OC)c(C(=O)Cn2nnc3ccccc3c2=O)c1,0,8
CCN(CC)S(=O)(=O)c1cccc(C(=O)Nc2sc3c(c2C(N)=O)CCCC3)c1,18,4
C/C(=N\NC(=O)c1cccc(Br)c1)c1cccc(NC(=O)c2ccc(C)o2)c1,11,4
O=C(O)CCCC(=O)N(Cc1ccccc1)Cc1ccccc1,-5,4
Cc1cccc(CSC2=CS(=O)(=O)c3ccccc3N2)c1,2,3
NC(=O)c1ccccc1NC(=O)c1ccccc1F,12,-1
Cn1c(=O)cc(SCC(=O)Nc2cccnc2)c2ccccc21,-3,10
O=C(CSc1nc2c(sc3ccccc32)c(=O)n1CCO)NCC1CCCO1 (centres undefined),-4,3
N#Cc1ccccc1NC(=O)c1ccc(-c2ccccc2Cl)o1,50*,0
Cc1ccc(Nc2nnc(SCc3cc(=O)n4ccsc4n3)s2)c(C)c1,10,-4
Cc1ccc(-c2noc(CCCc3ccccc3)n2)cc1,9,1
CCOC(=O)C(C(=O)OCC)C(C)C#CCN1CCCCC1 (centres undefined),-5,5
CCN1C(=O)CC(C(=O)Nc2ccc(F)cc2)SC1=Nc1ccc2c(c1)OCO2 (centres undefined),0,-6
CC(C)Cn1c(-c2csc3ccccc23)n[nH]c1=S,-1,-25
COc1ccc(C(=O)CSc2nnc(COc3ccccc3)n2Cc2ccco2)cc1,4,5
O=C1OCCN1C(=O)[C@H]1[C@H](c2ccc(F)cc2)C(c2ccc(F)cc2)=NN1c1ccc(Br)cc1,-3,-3
O=S(=O)(c1ccccc1)N1CCCCN2[C@H](C1)[C@@H](c1ccc(-c3ccccc3F)cc1)[C@@H]2CO,-6,-9
CCCn1c(SCC(=O)NC2CCCCC2)nnc1-c1ccncc1,-2,2
COC(=O)c1ccc(C2C3=C(Nc4nnnn42)c2ccccc2OC3)cc1 (centres undefined),-4,3
Cc1ccc(C(=O)Nc2c(-c3cccs3)c(=O)c3ccccc3n2C)cc1,2,1
CC(C)(C)c1ccc(OCC(=O)N/N=C/c2cc(Br)ccc2OC(=O)c2ccco2)cc1,-3,0
Cc1nn(C)c(Oc2ccc(Cl)cc2)c1C(=O)O,1,-18
O=C(CSc1nnnn1Cc1ccccc1)c1ccccc1,20,-6
COc1cc(CC(=O)NCc2cccs2)cc(OC)c1OC,-5,5
O=C(CN1CCCC1)Nc1nc(-c2ccc3c(c2)CCN3C(=O)c2ccccc2F)cs1,20,6
Cc1ccc(C(C(=O)NC2CCCC2)N(Cc2ccco2)C(=O)CCC(=O)Nc2ccccn2)cc1 (centres undefined),-3,0
CC(NS(=O)(=O)c1ccccc1)C1COc2ccccc2O1 (centres undefined),9,-7
CC1=NC(=O)C(N=Nc2ccccc2)N1c1ccccc1 (centres undefined),-10,-6
COc1ccccc1-n1c(-c2ccc(NS(C)(=O)=O)cc2)n[nH]c1=S,-7,4
O=C(NCc1ccco1)c1cccc(F)c1,-1,-5
Cn1c(C(C#N)C(=O)c2sc3ccccc3c2Cl)nc2ccccc21 (centres undefined),8,-14
